# Xi reactivation: reactivates the inactive X chromosome in mouse fibroblasts. 360,000 compounds, 0.055% hits. activation, % at 7.58 µM. AID 743238. XiGFP mouse fibroblasts, % GFP-positive cells imaging, 3 d; cells co-treated with 5-aza-dC sensitizer; scaled so ellipticine positive control = 100%;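 active means mean normalized replicate activation at least 10% and every replicate at or above 10%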;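 further: 0% = median of on-plate neutral control wells and 100% = ellipticine 6 µM median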
#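 Material: SV40-immortalized XiGFP fibroblast cells, line 68-5-11 | Buffer or medium: DMEM containing 5-aza-dC | Dosing: One concentration, pinned | Times: 3 d treatment, 15 min room-temperature fixation | Controls: Ellipticine 6 µM positive control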
# ERAP1 inh: blocks human ERAP1 aminopeptidase activity | Q9NZ08 | recombinant ERAP1, Leu-AMC fluorescence, 60 min | inhibition, % at 10.7 µM | 340,000 compounds, 0.15% hits | AID 652197;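 active means mean replicate inhibition of at least 30%, or all replicates individually reaching that 30% level; inactive means mean below 30% and not every replicate reaching it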;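 further: 0% = neutral control wells and 100% = L-leucinethiol positive control wells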
# Target sequence (Q9NZ08 whole entry, looked up): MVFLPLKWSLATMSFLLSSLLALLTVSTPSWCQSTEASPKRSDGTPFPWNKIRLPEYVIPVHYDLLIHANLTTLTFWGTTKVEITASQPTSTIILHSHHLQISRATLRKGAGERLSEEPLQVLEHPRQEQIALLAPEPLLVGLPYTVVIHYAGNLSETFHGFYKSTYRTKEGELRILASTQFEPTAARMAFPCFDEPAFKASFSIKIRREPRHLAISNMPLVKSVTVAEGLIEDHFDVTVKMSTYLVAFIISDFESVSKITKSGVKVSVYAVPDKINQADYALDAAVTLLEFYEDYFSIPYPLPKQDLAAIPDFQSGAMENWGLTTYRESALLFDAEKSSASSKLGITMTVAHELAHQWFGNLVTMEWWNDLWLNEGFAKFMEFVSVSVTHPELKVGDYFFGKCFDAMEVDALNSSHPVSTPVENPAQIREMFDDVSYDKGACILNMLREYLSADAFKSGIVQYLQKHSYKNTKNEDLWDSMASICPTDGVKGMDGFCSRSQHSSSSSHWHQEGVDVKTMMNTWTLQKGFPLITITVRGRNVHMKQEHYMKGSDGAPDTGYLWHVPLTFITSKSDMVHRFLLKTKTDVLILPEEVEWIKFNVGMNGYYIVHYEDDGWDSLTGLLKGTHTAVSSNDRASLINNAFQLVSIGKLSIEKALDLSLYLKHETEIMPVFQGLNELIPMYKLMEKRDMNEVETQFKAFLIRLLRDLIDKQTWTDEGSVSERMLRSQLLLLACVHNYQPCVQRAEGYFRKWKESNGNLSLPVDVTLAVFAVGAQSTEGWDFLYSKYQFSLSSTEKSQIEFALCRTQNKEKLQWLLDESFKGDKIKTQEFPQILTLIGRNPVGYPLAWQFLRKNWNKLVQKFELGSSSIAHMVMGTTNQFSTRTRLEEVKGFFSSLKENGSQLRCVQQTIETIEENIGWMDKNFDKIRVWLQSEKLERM
# ARNT-TACC3 inh: ARNT/TACC3 interaction disruption; AlphaScreen His-ARNT PAS-B/GST-TACC3 binding, luminescence; TACC3 fragment carries E629A point mutation; inhibition, % at 9.99 µM; 390,000 compounds, 0.66% hits; Q9Y6A5;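 active means mean inhibition of replicates at least 50% and at least half of replicates each reaching 50%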;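 further: 0% = complete ARNT plus TACC3 wells and 100% = ARNT alone without TACC3; many hits fall short of the cut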
# INS-1E GSIS act: GLuc luminescence reporter in INS-1E cells, primary screen for activators of glucose-dependent secretion of insulin. INS-1E GLuc reporter insulin secretion, 2-3 h. activation, % at 16.6 µM. 370,000 compounds, 0.61% hits. AID 743287;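 active means lowest replicate activation of at least 40%, so every replicate reaches that level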;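 further: 0% = median of neutral control wells and 100% = median of IBMX positive control wells; some compounds called inactive have numbers as strong as hits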
# esBAF inh: inhibitors of esBAF chromatin remodeling in mouse ES cells; reporter increase, % at 12.5 µM; 350,000 compounds, 2% hits; AID 602393; Bmi1-luciferase knock-in reporter, 24 h; 100% = twice the neutral-well signal; in the data active means activation above about 40%;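 further: 0% = median of the plate's neutral control wells and 100% = double that signal; a rise in the Bmi1 reporter signal indicates esBAF inhibition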
# RAD54 branch: RAD54 (human) branch migration inhibition; AID 602329; inhibition, % at 10.4 µM; RAD54 Holliday junction branch migration, FAM/BHQ fluorescence; Q92698; 360,000 compounds, 0.14% hits;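 active means mean normalized replicate activity at least 40 and at least half of replicates scoring 40 or more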;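 further: 0% = median of neutral control wells and 100% = median of positive control wells; inhibitors cause a drop in the FAM fluorescence signal; in these data hits start at about 50%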
# CFTR F508del cor: correctors of CFTR F508del function in bronchial epithelial cells | CFBE cells, YFP halide quenching; stimulated with forskolin plus potentiator P3; % fluorescence drop versus neutral controls | activity (quench increase), % at 7.58 µM | 350,000 compounds, 0.36% hits | AID 720511;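 active means mean added fluorescence quench of at least 8% versus neutral control, with both replicates also reaching 8%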;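 further: cells transiently co-express mutant CFTR-F508del with the halide-sensitive YFP; corrector assay measuring rescue of mutant channel to the surface after 24 h compound exposure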
# RAD52 inh: RAD52 (human) annealing inhibition. recombinant RAD52 DNA annealing, FRET fluorescence. 360,000 compounds, 0.46% hits. inhibition, % at 18.7 µM. P43351;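 active means every replicate showing at least 50% inhibition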
# An asterisk follows results filed as active; i = inactive; / = no result given. A portion of the library (hit frequency here may not be typical).
# Preview, 4 compounds:
SMILES,Xi reactivation,ERAP1 inh,ARNT-TACC3 inh,INS-1E GSIS act,esBAF inh,RAD54 branch,CFTR F508del cor,RAD52 inh
COC(=O)C1=C(c2ccccc2)C[C@@H]2CC[C@H]1N2C(=O)NCc1ccc(F)cc1,0.0,-3,/,0,-5,-4,0.5,-12
Fc1ccc(NC(=S)N2Cc3ccccc3-n3nncc3C2)cc1,0.0,1,/,-11,-2,/,-0.2,-18
O=c1ccc2c(O)c3ccoc3cc2o1,/,-1,-4,/,-7,-6,0.8,-3
O=S(=O)(c1ccccc1)C1CN1c1c(F)c(F)c(F)c(F)c1F (centres undefined),0.0,-4,/,8,/,/,-1.4,-1

# The whole of this part, from the start:
SMILES,Xi reactivation,ERAP1 inh,ARNT-TACC3 inh,INS-1E GSIS act,esBAF inh,RAD54 branch,CFTR F508del cor,RAD52 inh
COC(=O)C1=C(c2ccccc2)C[C@@H]2CC[C@H]1N2C(=O)NCc1ccc(F)cc1,0.0,-3,/,0,-5,-4,0.5,-12
Fc1ccc(NC(=S)N2Cc3ccccc3-n3nncc3C2)cc1,0.0,1,/,-11,-2,/,-0.2,-18
O=c1ccc2c(O)c3ccoc3cc2o1,/,-1,-4,/,-7,-6,0.8,-3
O=S(=O)(c1ccccc1)C1CN1c1c(F)c(F)c(F)c(F)c1F (centres undefined),0.0,-4,/,8,/,/,-1.4,-1
C[C@]1(O)CCC2C3CC[C@@H]4CC(=O)CC[C@]4(C)C3CC[C@@]21C (some centres undefined),0.4,0,-2,-9,/,/,-1.6,-13
Cc1cc(/C=C2\C(=O)NC(=O)N(Cc3ccccc3Cl)C2=O)c(C)n1-c1ccc(C(=O)O)cc1,-0.8,1,0,8,/,/,0.2,-70
CC(=O)NC1C(OC(=O)Cc2ccccc2)OC(COC(C)=O)C(OC(C)=O)C1OC(C)=O (centres undefined),0.0,3,-3,13,/,/,-1.3,-6
Cc1ccc(-c2cc(-c3ccc(C)cc3)[n+](C)o2)cc1,0.0,/,-3,-29,-21,7,/,/
Cc1ccc(N2C(=O)NC(=O)/C(=C\c3ccoc3)C2=O)cc1,0.0,6,-11,-8,-9,-51,-0.1,i
COc1cc2c(cc1OC)C(C)NCC2 (centres undefined),0.5,0,-10,/,7,2,0.8,-3
NC1=C([N+](=O)[O-])C(c2ccc3c(c2)OCO3)c2c(c3ccccc3oc2=O)O1 (centres undefined),-0.1,3,/,-6,/,/,0.3,-16
O=C1NC(=O)C(C(CC(=O)c2ccccc2)c2ccccc2)C(=O)N1 (centres undefined),0.5,6,1,-2,/,/,0.2,-7
COc1cccc(C(c2nnnn2-c2ccc3c(c2)OCCO3)N2CCC(n3c(=O)[nH]c4ccccc43)CC2)c1OC (centres undefined),0.2,-12,/,17,1,2,4.3,-14
C=C1C(=O)OC2CC3(C)OC3C3OC3C3=CC(OC3=O)C12 (centres undefined),/,7,/,/,-9,1,-8.4,-10
ClCCN(CCCl)c1ccc(C2=NCCc3ccccc32)cc1,0.2,3,/,/,-3,/,-0.6,-46

# Complete entries, looked up by structure. Order of screens: Xi reactivation | ERAP1 inh | ARNT-TACC3 inh | INS-1E GSIS act | esBAF inh | RAD54 branch | CFTR F508del cor | RAD52 inh
# Fc1ccc(NC(=S)N2Cc3ccccc3-n3nncc3C2)cc1 is listed as 0.0 | 1 | / | -11 | -2 | / | -0.2 | -18
# NC1=C([N+](=O)[O-])C(c2ccc3c(c2)OCO3)c2c(c3ccccc3oc2=O)O1 (centres undefined) is listed as -0.1 | 3 | / | -6 | / | / | 0.3 | -16
# Cc1ccc(-c2cc(-c3ccc(C)cc3)[n+](C)o2)cc1 is listed as 0.0 | / | -3 | -29 | -21 | 7 | / | /
# COc1cccc(C(c2nnnn2-c2ccc3c(c2)OCCO3)N2CCC(n3c(=O)[nH]c4ccccc43)CC2)c1OC (centres undefined) is listed as 0.2 | -12 | / | 17 | 1 | 2 | 4.3 | -14
# O=S(=O)(c1ccccc1)C1CN1c1c(F)c(F)c(F)c(F)c1F (centres undefined) is listed as 0.0 | -4 | / | 8 | / | / | -1.4 | -1

# Next records follow.
SMILES,Xi reactivation,ERAP1 inh,ARNT-TACC3 inh,INS-1E GSIS act,esBAF inh,RAD54 branch,CFTR F508del cor,RAD52 inh
CNS(=O)(=O)c1ccc(N=Cc2c(O)n(-c3ccc(C)cc3)c(=O)[nH]c2=O)cc1,0.0,0,3,5,-7,/,-1.2,-300
CNC(=O)Oc1ccc2ncccc2c1,0.1,11,-7,7,-3,-3,/,0
C/C(=N\NC(=O)c1ccccc1)c1c(O)n(Cc2ccccc2)c(=O)[nH]c1=O,-0.1,0,/,-8,/,-5,-2.2,-45
CCC(=Nc1cccc(C(F)(F)F)c1)c1c(O)n(C)c(=O)n(C)c1=O,-0.1,/,-9,/,/,/,-0.9,-18
O=[N+]([O-])c1ccc(NCc2ccccc2)c2nonc12,0.5,0,/,3,/,/,4.2,-114
CCOC(=O)C1CCCN(c2ccc([N+](=O)[O-])c3nonc23)C1 (centres undefined),0.3,20,-4,-13,/,/,14*,i
Cc1cccc(NC(=O)N2CCCC2)c1,0.1,-2,-10,39,/,/,/,-2
CN1CCN(c2nc(Cl)ncc2F)CC1,-0.1,-4,-4,8,5,-3,1.7,-14
CN1C2CCC1CC(OC(c1ccccc1)c1ccc(Cl)cc1)C2 (centres undefined),/,3,/,-10,/,/,2.5,31
CN1C2CCC1CC(OC(=O)CCN1CCCC1)C2 (centres undefined),/,/,0,19,6,15,/,/
O=C(COC(=O)Cc1ccccc1)Nc1cc(S(=O)(=O)N2CCOCC2)ccc1N1CCCC1,0.0,-1,-16,4,/,-7,/,-36
CN1CCc2cc3c(c4c2C1Cc1ccccc1-4)OCO3 (centres undefined),0.0,-2,6,-32,-9,43,0.0,-25
C#CCN(C)[C@H](C)Cc1ccccc1,0.0,0,-3,/,6,-1,0.6,-5
COC(=O)C[C@H]1CC[C@@H]2NC[C@@H](O)COC[C@H]2O1,0.0,-1,-5,-5,3,6,1.3,-10
O=C(Cc1ccccc1)N1CCCCN2[C@@H](CO)[C@@H](c3ccc(C#Cc4ccccc4)cc3)[C@@H]2C1,-0.1,-3,-19,-26,/,-17,-1.3,-5
N#CCCn1cc(C(=O)Nc2ccc([N+](=O)[O-])cc2)c(-c2ccccc2)n1,/,/,7,-5,/,14,0.2,-6
CC(CC(C#N)(c1ccccc1)c1ccccc1)N(C)C (centres undefined),/,-3,1,-8,7,6,2.6,0
CC1CCSP(=O)(Oc2ccccc2)O1 (centres undefined),-0.1,1,1,2,-7,-2,-1.3,-12
CC(C)OS(C)(=O)=O,/,0,/,2,-1,-18,-2.3,-11
N#CC1c2ccccc2-n2nncc2CN1C(=O)CCc1ccccc1 (centres undefined),/,2,-3,0,0,9,0.0,-4
O=P(N1CCCCCC1)(N1CCCCCC1)N1CC1,-0.2,-2,10,/,-4,-10,0.8,-7
OC1C2CN3CN(C2)CC1(c1ccccc1)C3 (centres undefined),-0.1,1,-9,-14,7,2,5.9,-16
O=C1NC(=O)N(c2ccccc2F)C(=O)/C1=C/c1ccc(Sc2nc3ccccc3[nH]2)o1,-0.1,6,/,/,/,-44,/,i
COc1ccc(-c2cc(=NCCC(=O)O)c3cc(C)ccc3o2)cc1,0.0,21,30*,-4,69*,30,0.6,19
COC(=O)C[C@H]1CC[C@@H]2NC[C@H](O)COC[C@H]2O1,-0.1,/,24,-5,0,16,-0.2,/
COc1nc(C)nc(NC(=O)NS(=O)(=O)c2ccccc2Cl)n1,0.0,0,9,/,4,-2,14*,2
O=c1c2ccccc2nc(CNCC2CCCO2)n1-c1ccc(F)cc1 (centres undefined),0.3,-4,-5,-10,3,-4,-1.3,-16
COC(=O)[C@@H]1[C@@H](CO)[C@@H]2Cn3c(cccc3=O)[C@H]1N2C(=O)C1CC1,0.2,-1,-2,0,-3,2,/,3
CSc1nnc(OC(=O)N(C)C)n1-c1ccc(Cl)cc1,-0.1,0,2,15,-7,/,2.3,-1
CSc1ccccc1NP1(=O)OCC(C)([N+](=O)[O-])CO1 (centres undefined),0.4,0,1,5,/,/,-1.5,-9
CCCC#Cc1ccc([C@H]2[C@@H](CO)N3CCCCN(C(=O)Cc4ccccn4)C[C@H]23)cc1,0.0,-2,10,-4,/,7,2.0,-27
O=C(C(=O)N1CCOCC1)c1cn(Cc2ccccc2)c2ccccc12,0.0,-2,-2,17,5,-5,-1.3,-8
COC(=O)C1=C(c2cccc(C#N)c2)C[C@@H]2CC[C@H]1N2C(=O)NC(C)C,0.1,2,-2,9,9,-1,-1.0,-8
CCOc1ccc(Cc2c(O)[nH]c(=O)[nH]c2=O)cc1,/,/,4,23,-10,-4,/,/
Cc1cc(=O)oc2c(C)c(OCC(=O)N3CCN(Cc4ccc5c(c4)OCO5)CC3)ccc12,-0.1,-5,-3,-6,3,-4,-2.3,-3
CN=C1CN(O)C(c2ccccc2)=c2cc(Cl)ccc2=N1,0.4,4,31,/,5,2,-0.1,-8
CCC(C)C1N=C(c2ccccc2)c2cc(Cl)ccc2N(CC(=O)NCc2ccco2)C1=O (centres undefined),0.2,-4,3,1,-1,3,-1.2,-12
Cc1ccsc1C(=O)C1CCCN(Cc2ccn[nH]2)C1 (centres undefined),0.0,1,-56,3,-14,/,1.6,-8
CC1CN2c3ccc([N+](=O)[O-])cc3CC3(C(=O)N(C)C(=O)N(C)C3=O)C2C(C)O1 (centres undefined),0.2,2,0,13,/,/,1.1,-21
O=C(Nc1ccccc1)N1Cc2cc(Br)ccc2-n2nncc2C1,0.4,1,/,-11,/,/,0.8,5
Cn1c(=O)n(C)c2cc([N+](=O)[O-])c(N3CCNCC3)cc21,0.7,3,-5,3,-12,2,3.6,10
CCN(CC)P(=O)(c1n(CC)cc[n+]1CC)N(CC)CC,0.0,109*,13,18,/,/,-2.1,-4
O=c1cccc2n1CC1CC2CN(CC(O)CN2CC3CC(C2)c2cccc(=O)n2C3)C1 (centres undefined),0.0,-4,-1,0,-12,0,-0.9,-8
CCCCCC(=O)N[C@@H](c1ccccc1)[C@@H](O)C(=O)O[C@H]1C[C@@]2(O)[C@@H](OC(=O)c3ccccc3)C3[C@](C)(C(=O)[C@H](O)C(=C1C)C2(C)C)[C@@H](OC1OCC(O)C(O)C1O)C[C@H]1OC[C@@]31OC(C)=O (some centres undefined),/,-12,57*,5,-18,-19,-0.6,-12
O=c1[nH]c(=O)n(-c2ccc(F)cc2)c(O)c1/C=C1\C=Nc2ccccc21,0.1,-2,19,-7,2,-15,0.0,i
CC(C(=O)c1cn(C)c2ccccc12)c1ccccc1 (centres undefined),/,10,1,6,-6,/,-3.1,12
COc1ccc(CCNCc2c(OC)ccc3ccccc23)cc1,0.3,-2,-4,-28,-4,5,-1.4,27
COCCNC(=O)c1ccc(N2CC3CC(C2)c2cccc(=O)n2C3)c([N+](=O)[O-])c1 (centres undefined),0.0,-1,-1,-3,5,-16,0.3,0
O=c1[nH]c(=O)n(Cc2ccco2)c(O)c1C=NC1CCN(Cc2ccccc2)CC1,0.0,0,/,-24,/,5,2.7,-11
C/C(=N\Nc1ccccc1)c1c(O)[nH]c(=O)[nH]c1=O,0.1,-3,-9,23,/,/,-1.0,-7
CC1(C)C(c2ccccc2)=NC(c2cccnc2)=[N+]1[O-],/,/,-1,0,0,6,/,/
